Gli-Sufu block: Gli-Sufu pathway antagonism; Sufu-KO-LIGHT fibroblasts, Gli luciferase reporter luminescence; AID 588413; inhibition, % at 5 µM; hit rate 0.74% among 340,000;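 active means inhibition above about 55%, limit read from the data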;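 further: 0% = DMSO-treated cells and 100% = wells with medium but no cells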
NR3A LBD binder: modulators (binders) of human NR3A ligand-binding domain | hit rate 2.5% among 340,000 | Tm shift relative to glycine control, % at 25 µM | NR3A LBD differential scanning fluorimetry, Tm shift; 0% = protein alone, 100% = glycine-bound protein;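 active means melting temperature shift of at least 10% of the positive control shift, at one fixed dose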
EBI2 block: EBI2 (human) antagonism. AID 651636. inhibition, % at 5 µM. EBI2 beta-arrestin recruitment, luminescence, 7a,25-OHC stimulated. hit rate 0.81% among 360,000; in the data active means inhibition above about 38%;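 further: enzyme fragment complementation signal reports receptor beta-arrestin coupling in cells; 0% = agonist plus DMSO wells and 100% = wells without agonist; some results beyond the cut were filed as inactive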
Target sequence (P32249 whole entry, looked up, the tested form may be a part): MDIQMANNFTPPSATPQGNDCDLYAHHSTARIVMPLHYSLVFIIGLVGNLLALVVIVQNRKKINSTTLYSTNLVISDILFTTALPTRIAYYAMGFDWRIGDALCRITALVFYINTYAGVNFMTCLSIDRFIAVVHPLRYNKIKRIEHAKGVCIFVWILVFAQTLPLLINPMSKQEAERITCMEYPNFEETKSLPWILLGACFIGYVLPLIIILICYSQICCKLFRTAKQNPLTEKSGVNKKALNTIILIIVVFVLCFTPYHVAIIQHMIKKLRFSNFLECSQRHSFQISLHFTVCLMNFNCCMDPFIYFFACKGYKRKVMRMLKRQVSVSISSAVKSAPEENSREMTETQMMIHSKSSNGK
CXCR6 inh: inhibitors of human CXCR6 receptor | CHO-K1 PathHunter CXCR6 beta-arrestin, luminescence | inhibition, % at 20 µM | hit rate 0.36% among 360,000; in the data active means inhibition above about 34%, passing the limit was not always enough;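 further: antagonist mode with CXCL16 agonist at 10 nM final; 0% = 10 nM CXCL16 with DMSO and 100% = unstimulated wells without agonist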
Target sequence (O00574 whole entry, looked up): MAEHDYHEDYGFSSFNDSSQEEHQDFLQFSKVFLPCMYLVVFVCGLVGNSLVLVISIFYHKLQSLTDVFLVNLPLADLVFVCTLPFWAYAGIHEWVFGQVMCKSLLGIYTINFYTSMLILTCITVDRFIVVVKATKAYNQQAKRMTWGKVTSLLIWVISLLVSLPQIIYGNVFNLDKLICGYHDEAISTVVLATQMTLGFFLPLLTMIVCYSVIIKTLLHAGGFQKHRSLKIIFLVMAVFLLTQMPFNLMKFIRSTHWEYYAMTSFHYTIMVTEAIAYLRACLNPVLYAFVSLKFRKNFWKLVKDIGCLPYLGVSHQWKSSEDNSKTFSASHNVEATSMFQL
MPTP block: permeability transition pore inhibition; AID 602449; inhibition, % at 10 µM; hit rate 1.4% among 360,000; isolated mouse mitochondria, Ca2+ swelling absorbance, 30 min;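 active means inhibition of 50% or more, scaled per plate between neutral and stimulator controls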;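 further: 0% = DMSO wells given calcium and 100% = 1 mM EGTA wells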
A3A deaminase: blocks human APOBEC3A ssDNA deamination; P31941; recombinant A3A, FAM/TAMRA ssDNA deamination fluorescence; inhibition, % at 20 µM; hit rate 0.41% among 330,000;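 active means at least 40% inhibition at 20 µM here, with at most 30% in a related deaminase screen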;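 further: plate controls were A3A with DMSO for no effect and wells lacking A3A enzyme for full effect; some results filed as inactive read as strong as hits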
Target sequence (P31941 whole entry, looked up): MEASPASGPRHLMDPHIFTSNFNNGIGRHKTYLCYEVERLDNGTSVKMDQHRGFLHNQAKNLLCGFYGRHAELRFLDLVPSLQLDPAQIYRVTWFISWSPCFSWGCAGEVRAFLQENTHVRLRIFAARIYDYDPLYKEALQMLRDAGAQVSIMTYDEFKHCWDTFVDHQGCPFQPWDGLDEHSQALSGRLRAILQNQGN
CCR6 antag: antagonists of human CCR6 receptor. CHO-K1 CCR6 PathHunter beta-arrestin, luminescence, CCL20-stimulated. inhibition, % at 20 µM. P51684. hit rate 0.49% among 340,000;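 active means compounds whose inhibition of the agonist-driven luminescence signal at 20 µM reaches about 50%, limit read from the data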;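 further: cells stimulated with CCL20 at 14 nM final; plate controls were DMSO with CCL20 for no effect and DMSO without agonist for full effect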
A3G deaminase: APOBEC3G (human) deaminase inhibition. Q9HC16. recombinant A3G, ssDNA deamination FAM/TAMRA fluorescence. inhibition, % at 20 µM. hit rate 0.28% among 330,000. AID 493012;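 active means inhibition of at least 40% at 20 µM, with no more than 30% in the related APOBEC3A deaminase screen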;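 further: plate controls were DMSO wells with A3G for no effect and wells lacking A3G enzyme for full effect; some compounds called inactive have numbers as strong as hits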
The depositor's hits bear a star; / = no result given. An unsorted share of the library; 5.8% or so of the library scored in one or more.

Values run as follows: Gli-Sufu block | NR3A LBD binder | EBI2 block | CXCR6 inh | MPTP block | A3A deaminase | CCR6 antag | A3G deaminase
- CNC(=O)c1cc(C(=O)c2ccc(Cl)cc2)c(Br)[nH]1
    4 | -1 | -2 | 3 | 0.0 | -5 | -3 | -9
- COc1ccc(N2CCN(CCNC(=O)Nc3ccc(Cl)cc3)CC2)cc1
    -1 | 4 | 2 | 4 | 0.6 | 2 | 5 | 0
- Cc1cccc2sc(NNC(=O)c3cc(-c4cccs4)nc4ccccc34)nc12
    -3 | -5 | 0 | -2 | 68* | -4 | 12 | -10
- COc1ccc(NC(=O)c2cccc(N3C(=O)C4C5C=CC(C5)C4C3=O)c2)cc1Cl (centres undefined)
    11 | -4 | -1 | -18 | 2.5 | -5 | 2 | -2
- COc1ccccc1OCC(=O)Nc1ccc(S(=O)(=O)Nc2nccs2)cc1
    12 | -4 | -1 | -4 | 0.0 | -3 | -6 | -8
- Cc1ccc(-c2nnc(CSc3nnc(COc4ccccc4)n3-c3ccc(C)cc3)o2)cc1
    -1 | -4 | 9 | 9 | 3.1 | 2 | 18 | -1
- O=C1CCC([N+](=O)[O-])C(c2ccccc2Cl)N1 (centres undefined)
    4 | 1 | -3 | -1 | -4.5 | -1 | -6 | -1
- COc1ccc(CC(=O)Nc2ccc(S(=O)(=O)N(C)C)cc2)cc1OC
    -2 | -1 | 3 | -6 | 3.8 | -2 | -16 | -4
- Cc1cc(C)nc(-n2nc(C)c(C3(O)C(=O)Nc4ccc(F)cc43)c2N)n1 (centres undefined)
    -2 | -1 | -1 | 0 | 0.6 | 1 | 30 | -1
- CCc1noc(C)c1C(=O)Nc1nc2ccc(S(C)(=O)=O)cc2s1
    -18 | -2 | 2 | 11 | -2.2 | -2 | 11 | -11
- COc1ccc(NC(=O)c2ccccc2NC(=O)CN2CCCCCC2)cc1
    2 | 0 | 6 | -3 | 1.1 | -2 | 12 | -2
- c1ccc2c(c1)CCCN2Cc1nnnn1CC1CCCO1 (centres undefined)
    3 | -1 | -15 | -1 | 0.8 | 2 | 3 | -5
- COc1ccccc1/C=C/C(=O)NC(=S)N(C)C1CCCCC1
    9 | -9 | 6 | 6 | -0.2 | -3 | 17 | -8
- Cc1c(N=C/C=C/c2ccccc2)c(=O)n(-c2ccccc2)n1C
    -2 | 1 | -3 | 2 | -2.4 | -2 | 8 | -3
- CC(=O)c1nn(-c2ccccc2)cc1C(=O)c1ccc(C)cc1
    -21 | -1 | 56* | -4 | 2.0 | -2 | 14 | -7
- c1ccc(-c2nnc(SCc3nc4ccccc4[nH]3)o2)cc1
    6 | 0 | -8 | 2 | 16 | -3 | -4 | -8
- COc1cc(Cl)c(NS(=O)(=O)c2ccc(-c3ccc(=O)[nH]n3)o2)c(OC)c1
    -10 | 16* | -1 | -1 | 0.8 | -1 | 1 | -1
- CC(Oc1ccc2oc3ccccc3c2c1)C(=O)NC12CC3CC(CC(C3)C1)C2 (centres undefined)
    2 | 1 | 54* | -1 | 3.4 | 4 | 13 | -8
- Cn1cccc1/C=N/N1CCN(Cc2ccccc2Cl)CC1
    -17 | 3 | 1 | 16 | 0.1 | -3 | 17 | -7
- CCn1c(SCC(=O)Nc2cccc(NC(C)=O)c2)nnc1-c1ccco1
    -1 | -1 | -1 | 3 | -0.9 | -1 | 12 | -5
- Cc1cc2oc(=O)cc(CN3CCCCC3C)c2cc1Cl (centres undefined)
    2 | -2 | 11 | 0 | 0.4 | -4 | 14 | -8
- CCCc1sc(N)nc1-c1ccc(Cl)cc1
    -2 | -25 | -7 | 4 | 1.3 | -9 | 5 | -5
- Nc1nc(C(F)(F)F)cc(=O)[nH]1
    -3 | -1 | -5 | 1 | 1.6 | 3 | 4 | -6
- COC(=O)c1ccc(CSc2ncnc3c2oc2ccccc23)o1
    14 | 3 | -6 | 0 | -1.2 | 3 | 8 | -4
- Cn1ncc([N+](=O)[O-])c1C(=O)Nc1ccc(Cl)cc1
    2 | 1 | 1 | 4 | 0.1 | -2 | 3 | -9
- CC(NCCC1(C(C)C)CCOC(C)(C)C1)c1cccs1 (centres undefined)
    8 | 2 | 2 | -6 | 5.4 | -1 | 0 | -2
- O=C(Nc1cnccn1)c1csc2ccccc12
    -52 | 7 | -2 | -8 | -1.1 | 0 | 2 | -3
- CSc1ccc(Cl)c(C(=O)Nc2nccs2)c1
    41 | -1 | -11 | 10 | 1.1 | 3 | 1 | 5
- CCn1c(SC(C)C(=O)O)nnc1-c1cccnc1 (centres undefined)
    -1 | 2 | 4 | 1 | 0.4 | -1 | 7 | -7
- CN1CCN(C(=O)c2cnn3c(C(F)(F)F)cc(-c4cccs4)nc23)CC1
    12 | -1 | -6 | 13 | 0.4 | -2 | 4 | -4
- O=C1NN(c2ccc(Br)cc2)C(=O)/C1=C\c1ccc(O)cc1O
    -13 | 28* | 1 | 12 | 0.7 | -5 | 23 | 6
- COc1ccccc1CC(NC(C)=O)C(=O)NC1CCN(C(=O)c2ccc([N+](=O)[O-])cc2)CC1 (centres undefined)
    9 | 0 | -13 | -6 | -1.7 | -4 | 0 | -5
- O=C(c1cc2sccc2n1Cc1ccc(F)cc1)N1CCN(c2nc3ccccc3s2)CC1
    64* | 0 | 23 | -2 | 90* | 0 | 11 | -1
- O=C(NC1CC2CCCC(C1)N2C(=O)Nc1ccc(F)cc1)c1ccccc1 (centres undefined)
    29 | -2 | -16 | -1 | 0.3 | -2 | 4 | -5
- O=c1oc(Nc2cccc(Cl)c2)nc2ccccc12
    -26 | 0 | 2 | -1 | -0.1 | -2 | 1 | -8
- CCOc1ccc(NC(=O)CCCn2nc(C)c3c(C)n(-c4ccccc4)nc3c2=O)cc1
    18 | -2 | -3 | 17 | -1.2 | -4 | 21 | -7
- CSCC(=O)N1CCCC(CNC(=O)c2ccc(-c3ccccc3)cc2)C1 (centres undefined)
    -15 | -1 | -5 | -3 | 3.6 | -3 | 7 | -6
- Cc1nn(-c2ccccc2)c2nc(C(Cl)(Cl)Cl)[nH]c(=O)c12
    5 | -1 | -1 | 5 | 68* | -1 | 10 | -8
- COc1ccc(NC(=S)Nc2ccc(C)c(Cl)c2)cc1OC
    2 | 13* | -1 | 0 | 52* | -2 | 14 | -14
- CCNC(=S)NCCN1CCOCC1
    -1 | 0 | -15 | 1 | 0.2 | -2 | -6 | 1
- CCOC(=O)C1CCN(C(=O)C(C)Oc2ccc(C(=O)c3ccccc3)cc2)CC1 (centres undefined)
    -3 | 0 | -4 | -13 | 0.3 | -4 | 15 | -7
- COc1ccc(S(=O)(=O)N2CCCC(C(=O)NCc3ccccn3)C2)cc1Cl (centres undefined)
    5 | 0 | -8 | 4 | 0.2 | -3 | -2 | -9
- Cc1nc(-c2ccc(Cl)cc2)sc1C1(C)CC(c2ccncc2)=NO1 (centres undefined)
    -11 | 3 | 1 | 0 | -1.6 | -2 | 10 | -1
- Cc1cc2n(n1)C(c1cccs1)Nc1ccccc1-2 (centres undefined)
    4 | 3 | -2 | -7 | 2.1 | 0 | 4 | -1
- O=C(C[n+]1cc(-c2ccc(Cl)cc2)n2c1CCCCC2)c1ccccc1
    25 | 2 | 3 | 6 | 3.3 | -1 | 12 | 0

Part of the list above, reduced to CCR6 antag and A3A deaminase:
SMILES	CCR6 antag	A3A deaminase
CC(NCCC1(C(C)C)CCOC(C)(C)C1)c1cccs1 (centres undefined)	0	-1
O=C(Nc1cnccn1)c1csc2ccccc12	2	0
CSc1ccc(Cl)c(C(=O)Nc2nccs2)c1	1	3

Next part:
Values run as follows: Gli-Sufu block | NR3A LBD binder | EBI2 block | CXCR6 inh | MPTP block | A3A deaminase | CCR6 antag | A3G deaminase
- N#Cc1ccc(C(=O)N2CCN(S(=O)(=O)c3ccc(Cl)s3)CC2)cc1
    -3 | 0 | 56* | -5 | -1.7 | -6 | 20 | -8
- COc1cccc2cc(C(=O)Oc3ccccc3)c(=O)oc12
    41 | 0 | -3 | 4 | 0.5 | -4 | 6 | -10
- Cc1c(Cl)c([N+](=O)[O-])nn1CCCC(=O)Nc1cc(Cl)ccc1Cl
    10 | -29 | 4 | 17 | 3.4 | 3 | 12 | 0
- COc1ccccc1Nc1ncnc2c1cnn2-c1cccc(C)c1
    -53 | 0 | 12 | -3 | 0.5 | 4 | 3 | -4
- COC(=O)CSc1nc(NC(C)C)nc(N(C)C)n1
    16 | -1 | 2 | -3 | -1.0 | 4 | 8 | -4
- CC/C(=N\N=C1\SC(C)C(=O)N1Cc1ccco1)c1ccccc1 (centres undefined)
    -3 | 0 | 17 | -1 | -1.2 | 5 | 12 | 0
- O=CNC1CCCc2c1[nH]c1ccc(Cl)cc21 (centres undefined)
    -20 | 0 | 0 | -4 | 2.1 | -5 | -5 | -7
- CCn1cc(Br)c(C(=O)Nc2cccc(SC)c2)n1
    -24 | / | 0 | -1 | 2.5 | 3 | 10 | 3
- NC(=O)C1CCN(c2ccc(C(F)(F)F)cc2[N+](=O)[O-])CC1
    2 | -1 | -2 | 6 | -3.5 | 1 | -4 | -5
- COc1ccccc1Nc1ccc([N+](=O)[O-])cn1
    -26 | -3 | 18 | 13 | -0.4 | 2 | 27 | -4
- COc1ccc(S(=O)(=O)N(C)c2ccc(C(=O)Nc3ccccc3C(=O)N3CCOCC3)cc2)cc1OC
    1 | 1 | -5 | 6 | 1.4 | -2 | 0 | -9
- O=C(c1ccco1)N(Cc1ccc(Cl)cc1)Cc1ccco1
    3 | 2 | 6 | 7 | -0.1 | -1 | 27 | -1
- COC(=O)C(C)Oc1cc(OC(C)C(=O)OC)c2c(C)c(Cl)c(=O)oc2c1 (centres undefined)
    -16 | -2 | 9 | 4 | -1.9 | -2 | 8 | -4
- Cc1nc(NC(=O)CN(C)S(=O)(=O)c2ccc(Cl)cc2)sc1C
    0 | 3 | -7 | -2 | -3.0 | 6 | -17 | 0
- COc1ccc(CCNC(=O)COc2cc(C)cc3oc(=O)cc(C)c23)cc1OC
    42 | -3 | -3 | -3 | 2.5 | 8 | 9 | 1
- O=C(NN1C(=O)C2C3C=CC(O3)C2C1=O)c1cccc(Br)c1 (centres undefined)
    12 | 0 | -1 | 2 | -0.5 | 0 | -11 | -6
- COc1cccc(CNC(=O)Cn2c(=O)oc3ccccc32)c1OC
    4 | 0 | -4 | -8 | -2.3 | 0 | -6 | -6
- COc1ccccc1OCC(=O)N/N=C/c1cccc2cccnc12
    -4 | 0 | -2 | 8 | 0.4 | 1 | 7 | -4
- COc1cc(C(=O)OCC(=O)Nc2cc(-c3cc(C)c(C)cc3C)nn2-c2ccccc2)cc(OC)c1OC
    -10 | -5 | -7 | -2 | -0.8 | 0 | 1 | -1
- COc1ccccc1N1C(C)=CC(=C(C#N)c2nc3ccccc3s2)C=C1C
    53 | 1 | 25 | 5 | -0.4 | -5 | 3 | -12
- O=C(O)CNC(=O)c1ccc(N2CCOCC2)cc1[N+](=O)[O-]
    -10 | -2 | -5 | -5 | -1.5 | 2 | -3 | -2
- O=C(CSc1ncnc2c1oc1ccccc12)Nc1nc2ccccc2s1
    7 | 0 | 5 | -2 | 2.6 | -2 | 3 | 0
- CCCn1c(C)cc(/C=C(\C#N)C(=O)OCC(=O)Nc2cccc(OC)c2)c1C
    -7 | -9 | -3 | 12 | 0.0 | -6 | 19 | -9
- CNc1nc(SCc2ccc(C)cc2)nc2c1CCCC2
    -9 | -7 | 20 | 4 | -1.5 | -3 | 10 | -2
- COc1ccc(-c2cc(=O)c3ccccc3o2)cc1
    -86 | -2 | 10 | 10 | -0.3 | 7 | -2 | -2
